FUS suppressor = qHTS for Suppressors of FUS Proteinopathy: Primary screen using FUS-linked yeast assay. S. cerevisiae FUS-expressing, growth rescue, OD600, 24 h. AID 1347120, 2019. Potency, µM (titrated, usually from 76.6 µM), for inactives: at the highest dose growth rescue (activation), usual class: activators. 0.24% of 390,000 active;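 also: potency is read from the fitted curve at half-maximal effect; plate controls were DMSO vehicle for no effect and reference control for full effect; nearly all actives have a fitted effect of over 55% in size; some results filed as inactive show a strong effect at the top dose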
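Yeast FUS proteinopathy model; galactose-induced FUS (2%), starting OD 0.005. Cpds in dilution series, 24hr, 30C, 99% humidity. Abs 600 nm growth. Pos ctrl CP55940 (top 92uM final); neg ctrl DMSO.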
WRN helicase inh = qHTS for Inhibitors of WRN Helicase | Bifunctional 3'-5' exonuclease/ATP-dependent helicase WRN (Homo sapiens), Q14191 | WRN helicase unwinding, fluorescent forked duplex, kinetic | Potency, µM (highest dose often 114 µM), for inactives: top-dose activity change, negative = inhibition, hits mostly inhibitors | 0.46% of 360,000 active | AID 651768, 2012; also: potency is read from the fitted curve at half-maximal effect; % is scaled to controls: 0 for no effect and ±100 for the full control effect; nearly all actives have a fitted effect of over 55% in size
Target sequence (Q14191 whole entry, looked up): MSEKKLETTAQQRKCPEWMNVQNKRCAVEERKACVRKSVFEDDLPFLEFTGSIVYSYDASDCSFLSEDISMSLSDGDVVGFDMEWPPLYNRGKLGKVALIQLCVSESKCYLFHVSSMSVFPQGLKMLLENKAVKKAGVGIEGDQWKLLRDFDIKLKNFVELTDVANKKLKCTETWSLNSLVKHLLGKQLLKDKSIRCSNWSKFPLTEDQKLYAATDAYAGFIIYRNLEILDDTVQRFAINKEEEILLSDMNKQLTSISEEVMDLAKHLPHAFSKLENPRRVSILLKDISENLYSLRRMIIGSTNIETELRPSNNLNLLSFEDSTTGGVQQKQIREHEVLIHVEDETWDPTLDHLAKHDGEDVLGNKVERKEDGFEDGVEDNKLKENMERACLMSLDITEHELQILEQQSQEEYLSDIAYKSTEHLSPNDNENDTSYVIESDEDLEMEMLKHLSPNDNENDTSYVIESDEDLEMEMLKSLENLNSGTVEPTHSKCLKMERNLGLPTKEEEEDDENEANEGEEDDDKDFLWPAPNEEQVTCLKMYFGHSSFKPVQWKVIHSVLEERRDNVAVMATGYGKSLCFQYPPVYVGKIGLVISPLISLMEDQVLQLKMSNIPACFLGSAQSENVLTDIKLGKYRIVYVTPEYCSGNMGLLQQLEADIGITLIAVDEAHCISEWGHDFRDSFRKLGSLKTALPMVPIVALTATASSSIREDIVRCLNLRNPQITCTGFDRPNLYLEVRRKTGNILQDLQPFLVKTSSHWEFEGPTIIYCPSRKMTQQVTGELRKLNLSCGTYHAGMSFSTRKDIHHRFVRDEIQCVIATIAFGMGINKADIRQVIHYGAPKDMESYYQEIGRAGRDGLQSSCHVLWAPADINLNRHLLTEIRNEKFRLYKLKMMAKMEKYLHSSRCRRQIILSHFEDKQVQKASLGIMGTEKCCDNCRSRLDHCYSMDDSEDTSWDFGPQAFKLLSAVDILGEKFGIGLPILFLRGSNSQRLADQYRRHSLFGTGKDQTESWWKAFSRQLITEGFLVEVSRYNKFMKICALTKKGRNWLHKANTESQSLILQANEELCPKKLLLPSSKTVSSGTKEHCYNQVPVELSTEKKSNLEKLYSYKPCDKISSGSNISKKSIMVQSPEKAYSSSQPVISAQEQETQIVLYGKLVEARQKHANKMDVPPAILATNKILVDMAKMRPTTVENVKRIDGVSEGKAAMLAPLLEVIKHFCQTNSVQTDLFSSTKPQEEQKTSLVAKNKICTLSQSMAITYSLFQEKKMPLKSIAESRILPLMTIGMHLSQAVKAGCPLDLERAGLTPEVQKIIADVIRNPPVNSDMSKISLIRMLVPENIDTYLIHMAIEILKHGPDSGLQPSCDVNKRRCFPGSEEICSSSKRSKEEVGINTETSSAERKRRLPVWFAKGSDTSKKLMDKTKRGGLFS
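WRN at 20 nM final was preincubated with compound for 15 min at room temperature; reaction started with 100 nM forked duplex oligonucleotide carrying fluorophore and quencher plus 2 mM ATP (final). Unwinding followed kinetically by red fluorescence (ex 525/em 598 nm).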
IL-2 act = qHTS of IL-2 Activators | IL-2 activation reporter assay, cell-based qHTS; stimulated with anti-CD3/CD4/CD28 beads; in transgenic mouse T cells | 0.065% of 360,000 active | activation, % (series mostly up to about 46 µM); in the data active = activation above about 50%; inconclusive = mostly about 30% to 49%; also: 0% is about no effect
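Readout: EGFP and DsRed signals by fluorescent plate cytometry. Unstimulated transgenic mouse T cells received compound 60 min before antibody-bead stimulation, then incubated 18 h at 37 degrees C.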
aSyn yeast inh = qHTS of alpha-syn Inhibitors | Potency, µM (doses to about 46.1 µM), for the others: at the highest dose growth rescue (activation), most hits filed as activators | 0.14% of 370,000 active | Yeast expressing alpha-synuclein, growth rescue, BacTiter-Glo, 24 h; also: potency is read from the fitted curve at half-maximal effect; % of control where 0% means no effect; nearly all actives have a fitted effect of over 65% in size
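Readout is rescue of growth in alpha-synuclein-expressing yeast, so inhibitors of toxicity appear as activators. Growth after 24 hr at 30 deg C in galactose medium is quantified by luminescence.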
PI5P4Ka inh = qHTS for Inhibitors of phosphatidylinositol 5-phosphate 4-kinase (PI5P4K); PI5P4Kalpha enzyme, ADP-Glo luminescence, 60 min; hits give low values; max response, %; 1.2% of 330,000 active; active = max response of -50% or lower; inconclusive = between -30% and -50%; inactive = -30% or higher; also: value at the top dose of about 77 µM; % is scaled to controls: 0 for no effect and ±100 for the full control effect
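Human PI5P4Kalpha with substrate in 0.038 M HEPES pH 7.4, 0.28 mM EGTA, 0.1% CHAPS, 5% DMSO; reaction started with 5 microM ATP (final), 60 min at room temperature. ADP formed read by ADP-Glo luminescence.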
EPAC1 antagonist = qHTS for Antagonist of cAMP-regulated guanine nucleotide exchange factor 3 (EPAC1): primary screen. Rap guanine nucleotide exchange factor 3 (Homo sapiens), O95398. EPAC1 GEF assay, Rap1b-BODIPY-GDP exchange fluorescence. Potency, µM (top dose mostly 115 µM), inactives show top-dose activity change, negative = inhibition, actives largely listed as inhibitors. 0.14% of 360,000 active. AID 720709, 2013;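 also: potency is read from the fitted curve at half-maximal effect; plate controls were vehicle for no effect and positive control for full effect; nearly all actives have a fitted effect of over 50% in size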
Abeta rescue = qHTS for compounds that reverse cellular toxicity of Amyloid beta (A-beta) peptide in yeast: Primary Screen; Potency, µM (top dose mostly 46.1 µM), for inactives: at the highest dose growth rescue, actives largely listed as activators; 0.063% of 410,000 active; yeast expressing A-beta42, growth rescue, OD600, 48 h; response scale: 0% DMSO, 100% iron-clioquinol control; also: potency is read from the fitted curve at half-maximal effect; nearly all actives have a fitted effect of over 55% in size
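Yeast A-beta toxicity model in growth medium with pinned compounds, 48 h at 30 C; growth read as absorbance at 600 nm. Normalized to FeCl3/clioquinol equimolar mix (positive) and DMSO (negative).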
EPAC1 agonist = qHTS for Agonist of cAMP-regulated guanine nucleotide exchange factor 3 (EPAC1): primary screen; Rap guanine nucleotide exchange factor 3 (Homo sapiens), O95398; EPAC1 agonist qHTS, biochemical assay; response scale: 100% = response to 6.5 mM cAMP; Potency, µM (top dose mostly 154 µM), for inactives: at the highest dose activation, usual class: activators; 0.073% of 360,000 active; AID 720707, 2013; also: potency is read from the fitted curve at half-maximal effect; nearly all actives have a fitted effect of over 60% in size
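Normalized to 6.5 mM cAMP, activity reflects EPAC1-catalysed release of BODIPY-GDP from Rap1B, followed kinetically over 30 min at 480 nm excitation, 540 nm emission. Reaction contained 100 nM EPAC1, 250 nM Rap1B-BODIPY-GDP, 50 uM GDP.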
PLK1 PBD block = qHTS for Inhibitors of PLK1-PDB (polo-like kinase 1 - polo-box domain): Primary Screen | AID 720504, 2013 | Plk1 PBD binding of FITC phosphopeptide, fluorescence polarization | Serine/threonine-protein kinase PLK1 (Homo sapiens), P53350 | 2.8% of 360,000 active | Potency, µM, inactives show max response, negative = inhibition, usual class: inhibitors; also: potency is read from the fitted curve at half-maximal effect; series mostly up to about 57 µM; % is scaled to controls: 0 for no effect and ±100 for the full control effect; nearly all actives have a fitted effect of over 65% in size
* = called active by the depositor; ? = inconclusive; nt = no result given; & = joins results of further samples; [ ] = remark or other dose. Unless noted, calls follow the shape of the dose curve; as a rule, active = well fitted curve in the direction sought with a large enough effect; inconclusive = small, poorly fitted or top-dose-only effect, or another doubt; inactive = no such curve, though single readings can be large; an effect the other way counts as inactive or inconclusive. No enrichment for hits; overall some 4.1% were active at least once.

SMILES | FUS suppressor | WRN helicase inh | IL-2 act | aSyn yeast inh | PI5P4Ka inh | EPAC1 antagonist | Abeta rescue | EPAC1 agonist | PLK1 PBD block
COC(=O)c1sccc1NC(=O)Nc1ccc(F)cc1F | 10% | -5% | 2.2 | -17% | 0 | -1% | 3% | -3% | -4%
CCOC(=O)c1cc(CC)sc1NC(=O)COC(=O)c1cnccn1 | 5% | -3% | -0.1 | -3% | -2 | 2% | 23% | 1% | -3%
CCC(C)c1ccc(NC(=S)Nc2ccc(OC)c(OC)c2)cc1 (stereo unspecified) | 19% | -10% | -0.3 | -1% | 11 | -13% | 13% | 10% | -8%
CCc1ccc(-c2csc3ncn(CC)c(=O)c23)cc1 | -31% | 4% | -2.8 | 4% | 2 | -2% | -8% | 4% | -11%
Cc1nc(-c2cccc(S(=O)(=O)N3CCCC(C)C3)c2)cs1 (stereo unspecified) | 7% | -6% | 0.0 | -1% | -5 | -9% | 0% | 15% | -7%
CO/C(N)=C(\C#N)N=Cc1ccccc1Cl | -10% | -8% | 2.5 | 21% | 6 | 9% | ? | 9% | -2%
CC(C)n1c(CNC(=O)c2ccccc2)nc2ccccc21 | 4% | 2% | -2.3 | -12% | -8 | 13% | 8% | 3% | -6%
CN(C)c1ccc(NC(=O)C2CCCN(S(=O)(=O)c3ccccc3)C2)cc1 (stereo unspecified) | -10% | 10% | -2.9 | 1% | -4 | 12% | -3% | -13% | -6%
CS(=O)(=O)c1cnc(-c2ccccc2)nc1Sc1ccc(F)cc1 | -20% | 3% | 0.2 | 9% | -4 | 13% | 20% | -3% | -3%
CCOC(=O)c1ccc(N2C(=O)c3cccc4c(C(=O)O)ccc(c34)C2=O)cc1 | -9% | 0% | 0.4 | 0% | -1 | -6% | 7% | 2% | 0%

9 structures from above, ordered by molar mass, rising.
SMILES | FUS suppressor | WRN helicase inh | IL-2 act | aSyn yeast inh | PI5P4Ka inh | EPAC1 antagonist | Abeta rescue | EPAC1 agonist | PLK1 PBD block
CO/C(N)=C(\C#N)N=Cc1ccccc1Cl | -10% | -8% | 2.5 | 21% | 6 | 9% | ? | 9% | -2%
CCc1ccc(-c2csc3ncn(CC)c(=O)c23)cc1 | -31% | 4% | -2.8 | 4% | 2 | -2% | -8% | 4% | -11%
CC(C)n1c(CNC(=O)c2ccccc2)nc2ccccc21 | 4% | 2% | -2.3 | -12% | -8 | 13% | 8% | 3% | -6%
COC(=O)c1sccc1NC(=O)Nc1ccc(F)cc1F | 10% | -5% | 2.2 | -17% | 0 | -1% | 3% | -3% | -4%
CCC(C)c1ccc(NC(=S)Nc2ccc(OC)c(OC)c2)cc1 (stereo unspecified) | 19% | -10% | -0.3 | -1% | 11 | -13% | 13% | 10% | -8%
CS(=O)(=O)c1cnc(-c2ccccc2)nc1Sc1ccc(F)cc1 | -20% | 3% | 0.2 | 9% | -4 | 13% | 20% | -3% | -3%
CCOC(=O)c1cc(CC)sc1NC(=O)COC(=O)c1cnccn1 | 5% | -3% | -0.1 | -3% | -2 | 2% | 23% | 1% | -3%
CN(C)c1ccc(NC(=O)C2CCCN(S(=O)(=O)c3ccccc3)C2)cc1 (stereo unspecified) | -10% | 10% | -2.9 | 1% | -4 | 12% | -3% | -13% | -6%
CCOC(=O)c1ccc(N2C(=O)c3cccc4c(C(=O)O)ccc(c34)C2=O)cc1 | -9% | 0% | 0.4 | 0% | -1 | -6% | 7% | 2% | 0%

Additional records follow:
SMILES | FUS suppressor | WRN helicase inh | IL-2 act | aSyn yeast inh | PI5P4Ka inh | EPAC1 antagonist | Abeta rescue | EPAC1 agonist | PLK1 PBD block
COc1ccc(C(CNS(=O)(=O)c2ccc(NC(C)=O)c(OC)c2)N2CCCCC2)cc1 (stereo unspecified) | 6% | -1% | -0.4 | 4% | 3 | -3% | 3% | -2% | 2%
CCOC(=O)Cc1csc(NC(=S)NC(=O)c2ccc(C)cc2)n1 | -11% | 3% | -5.2 | -14% | 2 | -17% | -3% | -5% | 5%
Cc1ccc(-c2nnn(C(C)C(=O)N3c4ccccc4CCc4ccccc43)n2)cc1 (stereo unspecified) | -6% | -23% | -4.2 | -2% | 3 | 3% | 5%[9.22 µM] | -3% | 7%&-5%
COc1ccc(-c2cn(CC[C@@H]3CC[C@H](NC(=O)Cc4ccccn4)[C@@H](CO)O3)nn2)cc1 | 8% | -5% | 0.9 | 4% | 4 | -15% | -8% | 4% | -22%
CC1CCCCN1C(=O)c1cc(Cl)ccc1[N+](=O)[O-] (stereo unspecified) | nt | -12% | 0.9 | 0% | -2 | -6% | 15% | 3% | -19%
O=[N+]([O-])c1ccc(Cl)c(CN2CCC(O)CC2)c1 | -29% | ? | -1.7 | -1% | 0 | -7% | -18% | 1% | -10%
CCOC(=O)c1c(NC(=O)COC(=O)CC(NC(C)=O)c2ccccc2)sc(C(=O)NC)c1C (stereo unspecified) | nt | 8% | 0.0 | -2% | -4 | 2% | 2% | 5% | -3%
COc1ccc(N2CCOCC2)c(NC(=O)c2ccc(Br)o2)c1 | nt | -27% | -4.5 | -3% | 4 | -5% | -12% | -2% | 2%
CCCCN1C(N)=NC[C@@H]1CC1CCCCC1 | -3% | ? | -2.0 | 8% | -3 | -9% | -26% | -5% | -3%
CCN(CC)CCN(C(=O)c1ccc2c(c1)OCCO2)c1nc2cc(C)cc(C)c2s1 | nt | -28% | -1.7 | 1% | 4 | -2% | -13% | 4% | -5%
O=C1c2ccccc2C(c2nnnn2Cc2ccccc2)N1CCCn1ccnc1 (stereo unspecified) | 10% | -3% | 0.2 | ? | -3 | 12% | -9% | -6% | -9%
O=C1CCNc2c(Cl)cccc21 | 13% | 5% | 1.1 | 0% | 3 | 7% | 3% | 17% | -17%

Reformatted: results already given
Each structure is followed by: FUS suppressor | WRN helicase inh | IL-2 act | aSyn yeast inh | PI5P4Ka inh | EPAC1 antagonist | Abeta rescue | EPAC1 agonist | PLK1 PBD block
Cc1ccc(-c2nnn(C(C)C(=O)N3c4ccccc4CCc4ccccc43)n2)cc1 (stereo unspecified)
    -6% | -23% | -4.2 | -2% | 3 | 3% | 5%[9.22 µM] | -3% | 7%&-5%
COc1ccc(-c2cn(CC[C@@H]3CC[C@H](NC(=O)Cc4ccccn4)[C@@H](CO)O3)nn2)cc1
    8% | -5% | 0.9 | 4% | 4 | -15% | -8% | 4% | -22%

Compound activity from PubChem.
